Screening data deposited in PubChem by several laboratories.
Diaphorase inh: diaphorase inhibition or chemical oxidation counter-screen; diaphorase resazurin-to-resorufin fluorescence, NADH, 16 min; bacterial (C. kluyveri) enzyme, not human; actives 0.69% (n = 190,000); AID 1217; inhibition, % at 20 µM;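 active = primary screen inhibition at 20 µM above a set limit, cut at about 50% in these data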;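 note: plate controls were DMSO with full reaction for no effect and wells lacking NADH for full effect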
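material = Clostridium kluyveri diaphorase enzyme | amount = 0.14 U/mL diaphorase, enzyme working solution | schedule = incubation 16 min, room temperature | detection = fluorescence of resorufin formed from resazurin, Ex 544/Em 590 nm | benchmarks = positive control minus NADH, DMSO neutral control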
bIAP activator: increases bovine intestinal alkaline phosphatase activity. purified bovine IAP, CDP-star luminescence, 30 min; active compounds read high; fold of DMSO-control signal, blank-subtracted. activation factor at 20 µM. actives 0.17% (n = 200,000);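 active = activation factor of 2 or more at 20 µM, a signal rise over negative controls twice the positive control's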
PMI activator: activators of human phosphomannose isomerase; P34949; purified human PMI, coupled resazurin fluorescence, 20 min; active compounds read high; 1 = vehicle control, 0 substrate-free wells; activation factor at 20 µM; actives 0.005% (n = 190,000); AID 1214;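 active = activation factor of 2 or more at 20 µM, relative to plate controls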
Target sequence (P34949 whole entry, looked up): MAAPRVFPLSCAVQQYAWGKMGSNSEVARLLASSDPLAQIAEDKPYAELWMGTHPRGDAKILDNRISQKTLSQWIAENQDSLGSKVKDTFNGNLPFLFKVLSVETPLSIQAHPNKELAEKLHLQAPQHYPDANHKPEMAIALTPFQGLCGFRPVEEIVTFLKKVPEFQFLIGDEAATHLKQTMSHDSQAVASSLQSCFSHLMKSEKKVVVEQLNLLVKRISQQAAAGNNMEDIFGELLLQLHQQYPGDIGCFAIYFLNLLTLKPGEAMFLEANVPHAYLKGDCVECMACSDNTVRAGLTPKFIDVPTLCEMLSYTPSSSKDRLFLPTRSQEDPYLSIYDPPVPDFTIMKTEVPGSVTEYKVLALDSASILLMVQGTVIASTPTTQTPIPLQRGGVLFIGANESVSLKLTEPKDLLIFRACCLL
TNAP inh hiacc: blocks human TNAP under high phosphate acceptor concentration; purified TNAP, CDP-star luminescence, 1 M DEA; inhibition, % at 20 µM; actives 0.03% (n = 200,000); AID 1135;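 active = over 50% inhibition of tissue-nonspecific alkaline phosphatase at 20 µM in the single-dose screen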;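 note: plate controls were DMSO wells for no effect and EDTA-quenched wells as full inhibition for full effect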
TNAP inh no acc: blocks human TNAP activity with no phosphate acceptor present; AID 1012; P05186; inhibition, % at 20 µM; actives 0.26% (n = 200,000); purified TNAP, CDP-star luminescence, 30 min;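 active = tissue-nonspecific alkaline phosphatase inhibition above about 50% at 20 µM in the single-dose screen, limit read from the data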;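 note: 0% = DMSO negative control and 100% = EDTA positive control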
bIAP inh: intestinal alkaline phosphatase (bovine) inhibition | purified bovine IAP, CDP-star luminescence, 30 min | inhibition, % at 20 µM | 190,000 tested, under 10 active | AID 1019;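 active = over 50% inhibition of intestinal alkaline phosphatase at 20 µM in the single-dose screen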
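test system = bovine IAP enzyme | medium = DEA buffer 100 mM, pH 9.8, with MgCl2 1.0 mM, ZnCl2 0.02 mM | detection = luminescence | dosing = single compound dose of 20 µM, 2% DMSO final | incubation = 30 min reaction at room temperature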
Diaphorase act: diaphorase activation or chemical reduction counter-screen; Diaphorase/resazurin coupled assay, resorufin fluorescence, 16 min; active compounds read high; 1 = vehicle wells, 0 = NADH-free wells; actives 0.005% (n = 190,000); AID 1229; activation factor at 20 µM;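 active = diaphorase activity raised at least twofold by the compound at 20 µM; inactive = activation factor below 2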
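Material: purified diaphorase enzyme from Clostridium kluyveri; Also added: 0.114 mM NADH and 0.1 mM resazurin, final amounts; Doses: single compound dose of 20 µM, 1% DMSO final; Times: 16 min enzyme reaction, ambient temperature; Detection: resorufin fluorescence, excitation 544 nm, emission 590 nm; Measure: increased resorufin signal from activators or reducing compounds.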
Lmaj promast: reduces viability of Leishmania major promastigotes | resazurin fluorescence viability | actives 9% (n = 200,000) | inhibition, % at 10 µM; in the data active = inhibition above about 50%;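 note: promastigotes grown with compound for 44 hours at 28 °C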
TNAP act hi DEA: activators of human TNAP at high phosphate acceptor concentration. P05186. 200,000 tested, under 10 active. activation factor at 20 µM. purified TNAP, CDP-star luminescence, 1 M DEA, 30 min; active compounds read high; 0 = EDTA background, 1 = DMSO-only activity;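 active = activation factor at least 2 at 20 µM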
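Measured by: Luminescent substrate turnover signal | Test system: Human TNAP | Input: TNAP 1/800 final | Dosing: 20 µM single point | Schedule: 30 min, room temperature | Controls: EDTA wells as negative control, DMSO wells as positive control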
PMI act satM6P: increases human PMI activity with near-saturating mannose 6-phosphate; P34949; coupled PMI enzyme assay, resazurin fluorescence, 20 min; active compounds read high; 1 = untreated enzyme, 0 = substrate-free blank; activation factor at 20 µM; actives 0.34% (n = 190,000);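 active = activation factor of 2 or more at 20 µM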
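Test system – human PMI in coupled enzyme assay · Timing – 20 min incubation at room temperature · Detection – Diaphorase-driven resazurin-to-resorufin fluorescence, excitation 544, emission 590 nm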
An asterisk follows results filed as active; · = no result given.

SMILES	Diaphorase inh	bIAP activator	PMI activator	TNAP inh hiacc	TNAP inh no acc	bIAP inh	Diaphorase act	Lmaj promast	TNAP act hi DEA	PMI act satM6P
O=C(Nc1ccccc1N1CCCCC1)c1ccc(-c2cccc(Cl)c2)o1	6	1.1	1	-5	-14	-9	0.9	9	1	1
COc1cc(C(=O)NNC(=O)c2ccc(S(=O)(=O)N3CCCCC3)cc2)cc(OC)c1OC	8	0.8	0.9	3	-36	20	0.9	48	1	1
O=C(c1ccc(Br)o1)N(c1ccccn1)C1CCCCC1	17	1.1	1	-4	-2	-5	0.8	-2	1	0.9
COc1ccc(N(C(=O)c2cc3ccccc3oc2=O)C2C=CS(=O)(=O)C2)c(OC)c1 (stereo unspecified)	2	1.1	1.1	-2	-10	-7	1	8	1	1.1
O=c1cc(CN2CCN(S(=O)(=O)c3ccc4c(c3)OCCO4)CC2)c2ccc(O)cc2o1	20	1	1	0	-10	-3	0.8	22	1	1
Cc1ccc(C(=O)OCC(=O)NCCC2=CCCCC2)cc1N	7	1	1	-4	-17	4	0.9	-8	1	0.9
O=C(COC(=O)Cn1cnc2ccccc21)NCCc1ccc(Cl)cc1	0	0.9	1	-6	-7	7	1	-3	1.1	1
Fc1ccc(CSc2nnc(-c3ccncc3)o2)cc1	7	0.9	1.1	-7	-10	12	0.9	0	1.1	1
CCN(Cc1cc2cc(C)ccc2[nH]c1=O)S(=O)(=O)c1ccccc1	27	0.9	0.9	-11	-15	7	0.7	-2	1.1	0.8
CN(C)N1C(N)=C(C#N)C(c2ccsc2)C2=C1CCCC2=O (stereo unspecified)	44	1	0.6	-5	-10	4	0.6	34	1.1	0.4
CCOC(=O)c1c(-c2ccc(C)o2)csc1NC(=O)CN1CCN(CC)CC1	17	1	0.9	-3	-11	-4	0.8	2	1	0.9
Cc1nn(C)c(C(=O)Nc2ccn(Cc3c(F)c(F)cc(F)c3F)n2)c1[N+](=O)[O-]	3	0.9	1	1	-5	8	1	4	1	1.1
COc1ccc(Cc2nnc(NC(=O)c3ccco3)s2)cc1	9	0.9	0.9	-3	-11	6	0.9	-8	1	0.9
O=C(NC(=S)N(Cc1ccccc1)Cc1ccccc1)C1CCCCC1	-2	1	1	-7	-3	4	1	3	1.1	1
CCCN(CCO)Cc1cccc(Br)c1	15	1	1	-1	-12	4	0.9	-2	1	1
Cc1cc2c(=O)oc(-c3ccc(F)cc3)nc2s1	·	1.1	·	1	2	-6	·	-1	1	·
CCN(CC)CCN1C(=O)C(=O)/C(=C(/O)c2c(C)[nH]c(C(=O)OC)c2C)C1c1ccccc1 (stereo unspecified)	18	1	0.9	-4	-12	5	0.8	-3	1	1
CC(C)CCN(C(=O)CNC(=O)c1ccco1)C(C(=O)NC1CCCCC1)c1ccco1 (stereo unspecified)	0	1.1	1	-6	-8	-10	1	-3	1.1	1
CC1CN(S(=O)(=O)c2cccc(C(=O)OCC(=O)c3cccs3)c2)CC(C)O1 (stereo unspecified)	0	0.9	0.8	1	-4	13	1	-1	1	0.9
CCCCNC1=CC(=O)C(=O)c2ccccc21	·	0.9	·	9	24	10	·	100*	0.9	·
CC(C)(C)C(=O)Nc1ncc(C(F)(F)F)cc1Cl	19	0.9	0.9	-5	-12	6	0.8	-4	1	0.9
